BRCA1 expr up: increases BRCA1 expression | MCF7-BRCA1-FFLuc reporter, luminescence, 48 h; response scale: scaled: vehicle 0%, 10 µM genistein 100% | Potency, µM (doses to about 46.1 µM), for inactives: at the top dose activation, most hits filed as activators | hit rate 1.1% among 380,000 | AID 624202; note: nearly all actives have a fitted effect of over 80% in size; some results filed as inactive show a strong effect at the top dose
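MCF7-BRCA1-FFLuc cells, 2000/well in phenol-red-free MEM, attached 2 h then treated 48 h at 37 C. Luciferase luminescence read 15 min after reagent; normalized to genistein maximum activation (10microM) and DMSO, concentration-response fitted.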
NPC1 promoter act: activates the NPC1 promoter; Huh7 NPC1 promoter luciferase reporter, 24 h; Potency, µM (highest dose often 9.22 µM), inactives show at the highest dose activation, hits mostly activators; hit rate 2.4% among 320,000; AID 485313;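 note: % of control where 0% means no effect; nearly all actives have a fitted effect of over 60% in size; reporter is driven by a mutant NPC1 promoter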
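Luminescence from an NPC1 promoter-driven luciferase reporter in stably transfected Huh7 cells was measured after 24 h compound treatment at 37 °C, followed by 10 min ambient incubation with luciferase detection reagent.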
uPA surface inh: inhibitors of cell surface uPA generation; cell surface uPA generation assay, qHTS; Potency, µM (series often up to 38.3 µM), inactives show top-dose activity change, negative = inhibition, usual class: inhibitors; hit rate 0.31% among 330,000; active = well fitted inhibition curve with a large enough effect; inconclusive = small, poorly fitted or top-dose-only effect; inactive = no such curve, though single readings can be large or run the other way; tested in mouse RAW 264.7 cells; note: % is set by controls: 0 for no effect and ±100 for the full control effect; nearly all actives have a fitted effect of over 55% in size
RORg inh: blocks mouse ROR gamma transcriptional activity; P51450; Drosophila S2 Gal4-RORgamma UAS-luciferase reporter, 20 h; Potency, µM (series often up to 53.6 µM), for inactives: top-dose activity change, negative = inhibition, hits mostly inhibitors; hit rate 5.4% among 310,000; AID 2551; note: % is set by controls: 0 for no effect and ±100 for the full control effect; nearly all actives have a fitted effect of over 60% in size
Target sequence (P51450 whole entry, looked up, the tested form may be a part): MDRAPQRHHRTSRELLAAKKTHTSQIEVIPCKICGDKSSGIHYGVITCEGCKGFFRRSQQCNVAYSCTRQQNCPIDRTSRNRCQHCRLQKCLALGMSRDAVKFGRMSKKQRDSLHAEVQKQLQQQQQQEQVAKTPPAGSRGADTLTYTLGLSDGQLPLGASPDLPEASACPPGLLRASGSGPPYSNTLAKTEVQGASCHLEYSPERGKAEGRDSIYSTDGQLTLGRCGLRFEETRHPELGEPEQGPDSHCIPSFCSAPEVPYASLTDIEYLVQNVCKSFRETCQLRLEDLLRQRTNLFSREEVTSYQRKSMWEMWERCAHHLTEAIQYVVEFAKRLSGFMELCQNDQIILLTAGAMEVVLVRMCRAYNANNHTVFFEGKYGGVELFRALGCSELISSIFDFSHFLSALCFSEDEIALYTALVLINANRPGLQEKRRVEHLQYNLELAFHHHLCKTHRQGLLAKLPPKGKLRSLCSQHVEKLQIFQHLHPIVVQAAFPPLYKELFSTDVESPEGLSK
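Schneider cells (Drosophila), stable Gal4 DBD–ROR gamma + UAS-luc; 1 hr cmpd preincubation; Cu2+ induction 700 uM final; 20 hr ambient; luminescence.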
Gal4-VP16 FLuc: counter-screen for ROR gamma inhibitors: Gal4-VP16 reporter | Drosophila S2 Gal4-VP16 UAS-luciferase, luminescence, 20 h | Potency, µM (top dose mostly 53.6 µM), without a hit: at the top dose activity, negative = inhibition, actives largely listed as inhibitors | AID 2546 | hit rate 3.5% among 310,000;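 note: Gal4-VP16 expression switched on by copper sulfate through the metallothionein promoter; % is set by controls: 0 for no effect and ±100 for the full control effect; nearly all actives have a fitted effect of over 50% in size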
FLuc modulator: inhibits or activates purified firefly luciferase, miR-21 counter-screen | hit rate 6.9% among 360,000 | Potency, µM (titrated, usually from 57.5 µM), without a hit: top-dose activity change, negative = inhibition, hits mostly inhibitors | P08659 | AID 588342 | purified FLuc, Km substrates, luminescence inhibition;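 note: plate controls were vehicle for no effect and reference inhibitor for full effect; nearly all actives have a fitted effect of over 55% in size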
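Purified P. pyralis luciferase (10nM final) with 10uM D-luciferin and 10uM ATP (Km levels) in 50mM Tris acetate pH 7.5, 10mM Mg acetate, 0.01% Tween-20, 0.05% BSA; qHTS 6-point titration, ~60 µM downward; luminescence read.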
MBNL1 CUG block: MBNL1-poly(CUG) RNA binding inhibition | Q9NR56 | TR-FRET MBNL1-His/biotin-(CUG)12 binding, 665/545 ratio | Potency, µM (highest dose often 57.5 µM), for inactives: at the top dose activity change, negative = inhibition, actives largely listed as inhibitors | hit rate 0.036% among 280,000 | AID 2675; active = well fitted inhibition curve with a large enough effect in the signal ratio, with a control signal flat, not every such curve was filed as active; inconclusive = small, poorly fitted or top-dose-only effect, or effect the other way, or a change in a side signal; inactive = no such curve, though single readings can be large or run the other way; the % refers to the signal ratio; note: % is set by controls: 0 for no effect and ±100 for the full control effect
Target sequence (Q9NR56 whole entry, looked up): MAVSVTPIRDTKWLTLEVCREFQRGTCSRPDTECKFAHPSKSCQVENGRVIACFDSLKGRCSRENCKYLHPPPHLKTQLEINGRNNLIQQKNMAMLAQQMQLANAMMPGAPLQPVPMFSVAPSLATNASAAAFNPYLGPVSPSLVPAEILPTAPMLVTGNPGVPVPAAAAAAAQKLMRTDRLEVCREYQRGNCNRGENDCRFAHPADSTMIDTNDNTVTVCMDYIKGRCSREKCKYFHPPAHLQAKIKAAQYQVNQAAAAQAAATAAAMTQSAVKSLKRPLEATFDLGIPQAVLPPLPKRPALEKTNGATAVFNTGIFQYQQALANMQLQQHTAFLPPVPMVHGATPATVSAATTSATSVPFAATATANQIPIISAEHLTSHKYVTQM
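Inhibition of protein-RNA binding appears as loss of TR-FRET between terbium anti-His antibody on MBNL1-His and streptavidin-XL665 on biotin-(CUG)12. Activity is normalized to buffer-only and uninhibited-complex controls.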
Rab9 promoter act: activators of Rab9 promoter. Huh7 Rab9 promoter-luciferase reporter, luminescence, 24 h. Potency, µM (highest dose often 9.22 µM), for inactives: top-dose activation, negative = inhibition, hits mostly activators. hit rate 2.8% among 320,000; note: % of control where 0% means no effect; nearly all actives have a fitted effect of over 60% in size
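Huh7 cells stably carrying a Rab9 promoter-luciferase reporter, 1500 cells per well in OP-MEM I with 10% FBS, treated with compound 24 hours at 37C. Luciferase activity read by luminescence after 10 minutes with Amplite reagent.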
ELG1 genotoxic: induces genotoxicity in HEK293T cells with luciferase-tagged ELG1 | Potency, µM (top dose mostly 46 µM), for inactives: at the top dose activity change, positive = activation, hits mostly activators | hit rate 1.3% among 330,000 | HEK293T ELG1-luciferase reporter, luminescence, 16 h; note: % of control where 0% means no effect; nearly all actives have a fitted effect of over 60% in size
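HEK293T cells expressing luciferase-tagged ELG1 were treated with compound or DMSO for 16 hr at 37°C. Luciferase activity was then read after 30 min with ONE-Glo at room temperature; rising signal flags genetic stress.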
p53 reactivation: restores transcriptional activity of mutant p53 | hit rate 0.063% among 320,000 | Potency, µM (highest dose often 92.2 µM), without a hit: at the top dose activity change, positive = activation, hits mostly activators | H1299 p53-A138V BP100-luciferase reporter, luminescence, 24 h; note: % of control where 0% means no effect; nearly all actives have a fitted effect of over 45% in size
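H1299 (p53-null), stable ts p53-A138V + BP100-Luc; 1000 cells/well, Opti-MEM/10% FBS; cpd 4 pt, 1:5; 24 h, 37 deg C, 5% CO2; detection reagent 10 min RT; luminescence.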
* hit, by the source's call; ? = inconclusive; . = not tested or not shown; & = joins results of further samples; [ ] = remark or other dose. Unless noted, calls come from the whole dose curve; as a rule, active = well fitted curve in the direction sought with a large enough effect; inconclusive = small, poorly fitted or top-dose-only effect, or another doubt; inactive = no such curve, though single readings can be large; an effect the other way counts as inactive or inconclusive. Potency is the fitted concentration of half-maximal effect. The order is random (roughly 13% active in at least one column).

SMILES	BRCA1 expr up	NPC1 promoter act	uPA surface inh	RORg inh	Gal4-VP16 FLuc	FLuc modulator	MBNL1 CUG block	Rab9 promoter act	ELG1 genotoxic	p53 reactivation
Cc1cc(N2CCC(C)CC2)nc(-c2ccccc2O)n1	-25%	1%	-12%	7%	-5%	-11%	9%	-3%	-2%	2%
CCC(CO)Oc1cc(NC(=O)c2ccccc2Cl)c2ncn(C(C)C)c2c1 (stereo not given)	-4%	.	-11%	.	.	.	.	.	-1%	-5%
COc1ccc(/C=C/C(=O)NCC(=O)N/N=C/c2cccnc2)cc1	10%	-1%	6%	32%	-1%	?	13%	-3%	-1%	-1%
Cc1cc(C)nc(Sc2ccc([N+](=O)[O-])cc2[N+](=O)[O-])n1	-76%	5%	-10%	8.9µM*	?	-1%	.	6%	18%	-8%
Cn1c(SCC(=O)NC2CC2)nnc1-c1ccccn1	9%	11%	3%	-12%	-12%	3%	-3%	3%	2%	3%
Cc1ccc(S(=O)(=O)NC(C(=O)OCC(=O)NC(=O)c2cccn2C)C(C)C)cc1 (stereo not given)	0%	-4%	6%	20%	-3%	2%	3%	6%	-3%	10%
Cc1cc(O)c(NC(=O)c2cc([N+](=O)[O-])ccc2Cl)cc1C	-51%	1%	-15%	43%	12%	-17%	?	-15%	-9%	?
CCOC(=O)c1nc(-c2ccccc2)sc1C(C)=O	41%	2%	-6%	-14%	18%	?	.	11%	3%	15%
COc1ccccc1/C=C/CN1CCCC(CCC(=O)NCc2ccccc2F)C1 (stereo not given)	-4%	-2%	-5%	-5%	5%	2%	1%	-13%	-5%	-4%
COc1ccc(-c2cccc(C(=O)Nc3ccccc3C)c2)cc1	-14%	1%	2%	-2%	2%	2%	-5%	9%	-2%	4%
CCOc1cc(Cl)c(CNCCCN2CCOCC2)cc1OC	-16%	-1%	-1%	-10%	3%	-8%	-10%	-1%	0%	9%
CN1CCN(C(=O)C2CCCN(S(=O)(=O)c3ccc(Br)cc3)C2)CC1 (stereo not given)	-11%	3%	5%	1%	11%	-2%	-2%	-3%	-6%	1%
Fc1ccc(NC(=S)N2CCn3cccc3C2c2cccnc2)cc1 (stereo not given)	-40%	-3%	-2%	9%	3%	-2%	.	-3%	0%	5%
CN(CCC#N)C(=O)CSc1nnc(-c2ccco2)n1N	1%	-15%	-14%	10%	0%	-1%	.	-2%	-2%	1%
Cc1ccc(Nc2nc(CSc3nnnn3-c3ccccc3)cs2)cc1	-32%	.	5%	?	-3%	17µM*	-1%	.	.	.
Cc1ccc(S(=O)(=O)ON2C(=O)c3ccccc3C2=O)c(C)c1	-42%	-12%	-12%	20µM*	?	6%	?	-10%	10%	?
Cc1nccn1CC(O)Cn1c2ccccc2c2ccccc21 (stereo not given)	4%	-6%	1%	44%	-8%	-7%	-2%	1%	1%	1%
O=C(CC1C(=O)N(c2ccc(Cl)cc2)C(=S)N1CCc1ccncc1)Nc1ccc(F)cc1 (stereo not given)	-62%	-1%	-17%	6%	?	-2%	-5%	5%	-7%	0%
Cn1c(=O)c2ncn(CC(=O)NCCOc3ccccc3)c2n(C)c1=O	6%	5%	.	26%	-9%	0%	-14%	1%	1%	-3%
O=C(C1CC1)N1CCN=C1SCc1cccc(F)c1	-18%	-1%	-4%	0%	-1%	-1%	2%	-4%	8%	-1%
O=C(CN1C(=O)NC2(CCCC2)C1=O)NCc1ccco1	16%	.	3%	.	.	.	.	.	1%	1%
CCCCOc1ccccc1NC(=O)CC1SC(=NCC)N(CC)C1=O (stereo not given)	-13%	-1%	2%	-43%	0%	2%	-10%	-5%	-12%	-3%
COc1ccc(-c2nc(-c3cccnc3)no2)cc1	?	0.63µM*	?	-11%	-9%	2.4µM*	-7%	0.45µM*	?	?
CC(=O)NC1C(Oc2ccccc2C)OC2COC(c3ccco3)OC2C1O (stereo not given)	-10%	-12%	-5%	14%[10 µM]	-18%	7%	.	-4%	1%	-4%
COc1cc2c(c(OC)c1OC)C(c1ccc(O)cc1)CC(=O)O2 (stereo not given)	8%	.	7%	?	7%	.	.	.	10%	2%
O=C(CCc1cnccn1)NC1CCCc2c1cnn2-c1ccc(F)cc1F (stereo not given)	-21%	-4%	14%	?	4%	3%	-8%	-13%	-2%	2%
COc1cc(-c2nnc(SCC(=O)N3c4ccccc4Sc4ccccc43)o2)cc(OC)c1OC	-47%	-7%	0%	5%	-2%	-2%	-5%	-2%	-4%	5%
CC1CC(C)CN(CCCNC(=O)c2ccc(CS(=O)(=O)Cc3ccccc3F)o2)C1 (stereo not given)	-6%	-1%	11%	-25%	-3%	-1%	-5%	0%	3%	-14%
CCN(CC)CCCN(Cc1cc2cc(OC)ccc2[nH]c1=O)C(=O)Nc1ccc(F)cc1	-23%	-3%	2%	-21%	1%	-1%	8%	-2%	-5%	0%
CCOCCCNc1nc2c(C)cccn2c(=O)c1/C=C1\SC(=S)N(C(C)CC)C1=O (stereo not given)	-1%	-6%	1%	-5%	3%	2%	2%	-6%	-8%	-2%
CC1SCC(=O)N(CC(=O)Nc2ccc3c(c2)OCO3)C1=O (stereo not given)	0%	-2%	7%	-11%	-1%	-2%	-3%	0%	6%	10%
COc1cc2c(cc1OC)CN(C(=O)NS(=O)(=O)c1ccc(C)cc1)CC2	-6%	2%	2%	8%	-6%	1%	-4%	4%	0%	-37%[inhibitor]
CCOc1ccc(Cl)cc1CNCCCSc1nc(C)cc(C)n1	-30%	0%	?	?	?	-1%	-6%	-1%	-5%	-7%
COc1c(Cl)cnn(-c2ccccc2)c1=O	6%	-4%	-9%	-14%	0%	2%	11%	2%	4%	?
COc1ccccc1N1C(N)=NC(N)=NC1(C)C	-2%&-1%	2%	-6%	8%	-12%	11%	2%	3%	-1%	-3%
Cc1ccc(-c2nnc(N3CCCCC3)c3ccccc23)cc1S(=O)(=O)NCC1CCCO1 (stereo not given)	-56%	5%	.	-20%	?	?	13%	-10%	-15%	0%
Cc1noc(C)c1-c1nc(CS(=O)(=O)c2ccccc2)no1	-5%	1%	0%	2%	16%	5%	-6%	-3%	-2%	4%
O=C(Nc1ccc2oc(=O)ccc2c1)c1cc2ccccc2o1	2.5µM*	2.5µM*	-11%	-3%	2%	7.6µM*	29%	1.6µM*	?	?
Oc1ccc(C[C@@H]2CNC(=S)N2CCc2cc(C(F)(F)F)cc(C(F)(F)F)c2)cc1	-25%	0%	5%	?	?	-1%	4%	0%	-6%	1%
N#CC1=C(N)N(c2ncn[nH]2)C2=C(C(=O)CCC2)C1c1ccc(F)cc1 (stereo not given)	0%	-3%	-11%	-12%	-7%	3%	-17%	1%	-4%	-12%
Cc1nc2cc(C(=O)OCC(=O)N(CC(C)C)C3CCS(=O)(=O)C3)ccc2n1-c1ccccc1 (stereo not given)	-1%	-3%	3%	3%	2%	?	8%	14%	-1%	1%
CN(C)CC(C)(C)CNC(=O)c1cc(=O)c2ccccc2o1	7%	2%	8%	-1%	-3%	15%	6%	1%	0%	-1%
CCCCn1c(C(C)NC(=O)CC)nc2ccccc21 (stereo not given)	3%	0%	-2%	-5%	1%	-1%	0%	-1%	-4%	-1%
COc1ccc(CC(C)Nc2cccc(SC)c2)cc1 (stereo not given)	-20%	-4%	16%	-4%	-8%	-4%	-1%	5%	-2%	.
O=C(c1nnc(-c2ccncc2)o1)c1ccccc1Cl	-16%	-2%	9%	-4%	8%	?	?	8%	-1%	6%

In a second layout: two of the compounds above.
> COc1ccccc1N1C(N)=NC(N)=NC1(C)C
  BRCA1 expr up: -2%&-1%	NPC1 promoter act: 2%	uPA surface inh: -6%	RORg inh: 8%	Gal4-VP16 FLuc: -12%	FLuc modulator: 11%	MBNL1 CUG block: 2%	Rab9 promoter act: 3%	ELG1 genotoxic: -1%	p53 reactivation: -3%
> Cc1ccc(-c2nnc(N3CCCCC3)c3ccccc23)cc1S(=O)(=O)NCC1CCCO1 (stereo not given)
  BRCA1 expr up: -56%	NPC1 promoter act: 5%	uPA surface inh: .	RORg inh: -20%	Gal4-VP16 FLuc: ?	FLuc modulator: ?	MBNL1 CUG block: 13%	Rab9 promoter act: -10%	ELG1 genotoxic: -15%	p53 reactivation: 0%

The results go on.
SMILES	BRCA1 expr up	NPC1 promoter act	uPA surface inh	RORg inh	Gal4-VP16 FLuc	FLuc modulator	MBNL1 CUG block	Rab9 promoter act	ELG1 genotoxic	p53 reactivation
COc1ccc(C2CC(C)(c3ccc(OC)cc3)Nc3ccccc3N2)cc1 (stereo not given)	-58%	1%	-3%	2%	-5%	-8%	7%	-8%	10%	12%
CCOC(=O)Cc1c[nH]c(=S)[nH]c1=O	-2%	-10%	0%	19%	0%	-1%	-7%	1%	-2%	-3%
CCOc1ccccc1NC(=O)C1CCCCN1S(=O)(=O)c1ccccc1 (stereo not given)	-52%	0%	-3%	.	.	.	.	-5%	-5%	-5%
CCn1c(C(O)c2ccccc2)nc2ccccc21 (stereo not given)	12%	-4%	2%	-33%	8%	-2%	9%	0%	0%	-8%
CC(=O)Nc1cccc(OCCCNS(=O)(=O)c2ccc(F)cc2)c1	10%	-1%	5%	?	1%	0%	-9%	-5%	-10%	-2%
CCc1ccccc1OCCCN1CCCC1	1%	-2%	-8%	-35%	-8%	1%	1%	-3%	-10%	.
